# Screens: PubChem, National Center for Advancing Translational Sciences (NCATS)
# CBFb-RUNX1 inh: blocks binding between human CBF-beta and RUNX1. Potency, µM (titrated, usually from 59.8 µM), inactives show at the highest dose activity, negative = inhibition, usual class: inhibitors. 230,000 tested, under 10 active. Q01196+Q13951. AlphaScreen CBFb-His/RUNX1-biotin binding, biochemical; also: % of control where 0% means no effect
# Target sequence (Q01196 whole entry, looked up): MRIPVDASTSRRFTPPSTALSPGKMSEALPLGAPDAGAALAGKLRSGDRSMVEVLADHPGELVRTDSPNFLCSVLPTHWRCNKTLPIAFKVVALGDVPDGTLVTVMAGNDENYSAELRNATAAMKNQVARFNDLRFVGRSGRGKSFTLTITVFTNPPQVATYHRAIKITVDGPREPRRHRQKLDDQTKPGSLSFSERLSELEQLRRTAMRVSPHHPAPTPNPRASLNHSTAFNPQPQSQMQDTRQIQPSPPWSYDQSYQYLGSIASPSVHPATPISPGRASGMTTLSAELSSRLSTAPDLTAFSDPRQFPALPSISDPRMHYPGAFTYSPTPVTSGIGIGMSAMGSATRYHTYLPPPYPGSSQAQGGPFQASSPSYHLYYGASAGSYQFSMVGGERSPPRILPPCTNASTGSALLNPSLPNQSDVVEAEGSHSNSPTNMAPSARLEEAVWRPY
# Target sequence (Q13951 whole entry, looked up): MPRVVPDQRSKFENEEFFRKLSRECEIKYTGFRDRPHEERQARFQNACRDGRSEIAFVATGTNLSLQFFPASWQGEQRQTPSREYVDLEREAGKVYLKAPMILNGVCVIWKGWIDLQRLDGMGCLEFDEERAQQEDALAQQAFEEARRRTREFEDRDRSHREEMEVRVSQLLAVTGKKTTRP
#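 Interaction loss through any mechanism counts as activity. Pre-formed complex of His-CBF-beta and biotin-RUNX1 (30 nM apiece) is incubated with compound 15 min, then with 50 ng nickel and 50 ng streptavidin beads for 90 min before AlphaScreen detection.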
# GAA inhib: alpha-glucosidase (human) inhibition; purified human GAA, 4-MU-alpha-glucoside fluorescence; P10253; Potency, µM (top dose mostly 76.9 µM), for inactives: at the highest dose activity change, negative = inhibition, hits mostly inhibitors; hit rate 0.005% among 200,000;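 also: potency is read from the fitted curve at half-maximal effect; plate controls were uninhibited enzyme wells for no effect and no-enzyme background for full effect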
#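 Human enzyme at 4 nM with 400 uM 4-methylumbelliferyl-alpha-D-pyranoside, citrate/phosphate buffer pH 5.0, 0.005% Tween-20, 20 min at room temperature. Compounds up to 77 uM. 4-MU fluorescence (Ex 365/Em 440) read after NaOH/glycine stop; AC50 from Hill fit.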
# GAA glycogen mod: inhibitors or activators of human alpha-glucosidase glycogen cleavage; P10253; recombinant GAA, glycogen substrate, Amplex Red glucose oxidase fluorescence; Potency, µM (titrated, usually from 76.4 µM), without a hit: top-dose activity change, negative = inhibition, hits mostly inhibitors; hit rate 0.38% among 300,000; AID 2100;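 also: potency is read from the fitted curve at half-maximal effect; 0% = full enzyme reaction and -100% = no-enzyme basal signal; the screen sought inhibitors and activators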
#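 Recombinant enzyme (4 nM final) with compounds titrated up to 77 uM and bovine liver glycogen (30 ug) in citrate pH 5.0, 0.01% Tween-20, 37 C 40 min. Released glucose detected by Amplex Red/glucose oxidase (Ex 573/Em 610); AC50 from Hill fits.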
# HTT cytoprotect: protects HTT-Q103 PC12 cells, measured by ATP. PC12 HTT-Q103 induced, cytoprotection, ATP luminescence, 40 h. hit rate 0.14% among 230,000. Potency, µM (doses to about 56.4 µM), for inactives: cytoprotection (ATP increase), hits mostly activators;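 also: potency is read from the fitted curve at half-maximal effect; % of control where 0% means no effect; nearly all actives have a fitted effect of over 45% in size; toxic huntingtin expression switched on by the ecdysone agonist tebufenozide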
#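 PC12 cells with ecdysone-inducible HTT exon 1 Q103-GFP, induced with 100 nM tebufenozide and co-treated with library compounds in a dose series (1536-well, 1500 cells/well). Cytoprotection read as ATP content by ATPlite luminescence.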
# HttQ103 aggreg: reduces HttQ103-GFP aggregates in PC12 cells. PC12 HttQ103-GFP aggregates, Acumen cytometry, 40 h. hit rate 1.1% among 220,000. AID 1688. Potency, µM (highest dose often 46.1 µM), without a hit: at the top dose activity change, negative = inhibition, usual class: inhibitors; also: potency is read from the fitted curve at half-maximal effect; % is scaled to controls: 0 for no effect and ±100 for the full control effect; nearly all actives have a fitted effect of over 60% in size
#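 PC12 cells stably carrying ecdysone-inducible HTT exon 1 Q103–GFP were induced with tebufenozide (100 nM final) and treated with library compounds in titration. GFP aggregates in lysates were counted by laser scanning cytometry.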
# LMNA splice mod: LMNA splicing modulation. Potency, µM (series often up to 46.1 µM), for the others: at the top dose ratio change, negative = inhibition, most hits filed as inhibitors. HeLa LMNA splicing GFP/RFP minigene ratio, 48 h. AID 1487. hit rate 0.01% among 200,000; active = well fitted inhibition curve with a large enough effect in the signal ratio, with a control signal flat, not every such curve was filed as active; inconclusive = small, poorly fitted or top-dose-only effect, or effect the other way, or a change in a side signal; the % refers to the signal ratio; also: potency is read from the fitted curve at half-maximal effect; % is scaled to controls: 0 for no effect and ±100 for the full control effect
#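 S3 HeLa cells stably expressing lamin A-EGFP splicing minigene plus DsRed2, 600 cells/well, 48 h compound exposure at 37C. Laser-scanning cytometry; analysed as GFP (500-530 nm)/RFP (575-640 nm) total intensity ratio; 0.5% DMSO vehicle.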
# GAA spleen mod: lysosomal alpha-glucosidase (human) modulation. hit rate 0.006% among 240,000. Potency, µM (highest dose often 79.9 µM), for inactives: at the top dose activity change, negative = inhibition, actives largely listed as inhibitors. AID 2112. human spleen homogenate, 4-MU-alpha-glucoside fluorescence. P10253;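 also: potency is read from the fitted curve at half-maximal effect; 0% = enzyme with vehicle and -100% = no enzyme basal signal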
#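 AC50 values come from Hill-equation fits of concentration-response data, normalized to no-enzyme and full-activity controls. Enzyme source: 1 ug human spleen homogenate; 1 mM fluorogenic 4-MU glucoside, pH 5.0 citrate buffer, 37 C, 40 min.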
# * hit, by the source's call; ? = inconclusive; . = not tested or not shown; & = joins results of further samples; [ ] = dose if it differs, or a comment. Unless noted, calls follow the shape of the dose curve; as a rule, active = well fitted curve in the direction sought with a large enough effect; inconclusive = small, poorly fitted or top-dose-only effect, or another doubt; inactive = no such curve, though single readings can be large; an effect the other way counts as inactive or inconclusive. Random draw from the library; overall some 1.5% were active at least once.
# The line under a structure holds: CBFb-RUNX1 inh	GAA inhib	GAA glycogen mod	HTT cytoprotect	HttQ103 aggreg	LMNA splice mod	GAA spleen mod
CCC(C)OC(=O)C1=C(C)NC(=O)NC1c1ccc(F)cc1 (stereo not drawn)
→ 1%	-1%[15.4 µM]	-11%	17%	-12%	-6%	5%
COc1ccc(-c2oc3cc(O)c(OC)c(O)c3c(=O)c2OC)cc1
→ -3%	.	-15%	-28%[10 µM]	-2%[9.22 µM]	.	2%
CNC(=O)[C@H]1O[C@@H](n2cnc3c(NCc4cccc(I)c4)nc(Cl)nc32)[C@H](O)[C@@H]1O
→ 8%	.	.	-57%[inhibitor]	.	.	-9%
CN(C)c1ccc(/C=C/C(=O)c2cc(Cl)ccc2O)cc1
→ ?	.	-21%	-1%[10 µM]	-17%[9.22 µM]	.	3%
CCSCCc1nnc(NC(=O)Nc2cccc(C(F)(F)F)c2)s1
→ 7%	-4%	8%	-11%[1.9 µM]	11µM*	?	-6%
COc1cc(O)sc1C=Nc1ccc(Cl)cc1
→ -15%	-8%	?	-14%[10 µM]	32%	-4%[46 µM]	.
Cc1ccc(NC(=O)CSc2n[nH]c(C)c2[N+](=O)[O-])cc1
→ 0%	-13%	-1%	-4%[10 µM]	7%	-12%	-1%
O=C(Nc1ccc(OC(F)(F)F)cc1)C1CCCN(S(=O)(=O)c2cccnc2)C1 (stereo not drawn)
→ 2%	-13%	-6%	-35%	?	?	17%
Cc1cc(C)c2sc(N(CCCN(C)C)C(=O)c3ccc(Br)s3)nc2c1
→ 6%	?	3%	-21%	?	0%[46 µM]	.
CCCc1nn(C)c(C(N)=O)c1[N+](=O)[O-]
→ -2%	4%	4%	-15%	2%	.	-5%
O=C(Nc1cccc([N+](=O)[O-])c1)Nc1ccc(Cl)cn1
→ -4%	4%	7%	.	3%	6%[46 µM]	-12%
CCCC(=O)Nc1nc(C)c(-c2csc(Nc3cc(OC)ccc3OC)n2)s1
→ -22%	-10%	?	-59%[inhibitor]	?	?	-10%
CC1CCCN(C(=O)CSc2nnc(-c3c[nH]c4ccccc34)o2)C1 (stereo not drawn)
→ -3%	-5%	-7%	-28%	-24%	-14%	0%
COc1ccc(S(=O)(=O)Nc2cc(Sc3ncn[nH]3)c(O)c3ccccc23)cc1
→ -2%	0%	?	-119%[inhibitor]	-25%[9.22 µM]	?	-1%
COc1ccc(/C=C/C(=O)NCCN=C2NS(=O)(=O)c3ccccc32)cc1
→ 4%	0%	14%	-10%	-22%[9.22 µM]	4%[46 µM]	6%
CCC(=C(c1ccc(OC)cc1)c1ccc(OC)cc1)c1cn(CC(O)CN(CCO)CCO)c2ccccc12 (stereo not drawn)
→ ?	-1%	15%	37%[10 µM]	-12%	?	-3%
O=C(N/N=C/c1ccccn1)c1ccccc1
→ -8%	-3%	16%	-22%[10 µM]	16%	?	-2%
Cc1nc(N)sc1C(=O)Nc1ccccc1
→ 2%	-6%	7%	-37%	-4%	17%	-2%
O=C(O)c1ccc(COc2ccc(CO)cc2Cl)cc1
→ 3%	3%	-4%	-19%	-8%	-9%	-9%
CCc1ccc(NC(=O)Cn2nc(C)c([N+](=O)[O-])c2C)cc1
→ 9%	2%	-1%	-25%	-12%	15%[46 µM]	4%
COc1cc2cc(CN(CCCO)S(=O)(=O)c3ccccc3)c(=O)[nH]c2cc1OC
→ -3%	?	1%	-7%	24%	-5%	2%
CN(C)S(=O)(=O)N1CCN(Cc2ccccc2)CC1
→ -1%	-1%	2%	-5%	7%	-1%	6%
NC(=O)C1(N2CCCCC2)CCN(Cc2nc3ccccc3c(=O)[nH]2)CC1
→ 5%	5%	-1%	9%[0.074 µM]	0%	-9%	-8%
Cc1ccc(Cn2ccc(C3CC3)n2)cc1
→ 4%	2%	0%	-5%[10 µM]	-4%	?	5%
Cn1cc(C(=O)c2ccc(Cl)cc2Cl)cc1C(=O)N/N=C(\N)COc1cccc(C(F)(F)F)c1
→ -15%	-12%	-5%	-86%[inhibitor]	?	?	2%
CCCOc1ccccc1-c1nc(SCCC(=O)O)n[nH]1
→ 2%	-7%	3%	2%[0.074 µM]	13%	3%	-11%
Cc1cccc(NC(=O)c2ccc(OCC(=O)NCc3ccccc3)cc2)c1C
→ 8%	0%	2%	-35%	?	-1%	4%
CCCSc1ncc(Cl)c(C(=O)Nc2ccc(S(=O)(=O)N3CC(C)OC(C)C3)cc2)n1 (stereo not drawn)
→ -1%	-5%	-18%	-26%	?	?	-2%
Cc1ccc(S(=O)(=O)C(F)(F)F)cc1NC(=O)c1cccnc1
→ 1%	-7%	4%	4%[10 µM]	-17%	-10%	3%
Cc1cc(C)n2c(Br)c(CN3CCCC(C)C3)nc2n1 (stereo not drawn)
→ 6%	7%	7%	2%	12%	?	-1%
CCOC(=O)c1nnn(-c2ccc([N+](=O)[O-])cc2[N+](=O)[O-])c1C
→ -8%	-9%	9%	7%	0%	.	.
CC(O)COc1ccc(/C(=N/O)c2ccccc2)cc1 (stereo not drawn)
→ 2%	-5%	5%	3%	-3%	?	-6%
COc1ccc(NC(=O)CO/N=C2\CCCc3nonc32)cc1
→ 2%	-1%	15%	23%[10 µM]	1%	-8%	10%
CCOc1ccc(N(CC(=O)NCC2CCCO2)C(=O)CCC(=O)Nc2nccs2)cc1 (stereo not drawn)
→ 3%	2%	-4%	28%[10 µM]	-11%[9.22 µM]	2%[46 µM]	-5%
COC(=O)CC1=C(C(=O)OC)C(c2ccc3c(c2)OCO3)C(C#N)=C(N)O1 (stereo not drawn)
→ 14%	.	-13%	13%[10 µM]	-22%[9.22 µM]	.	6%
C=C1CCN(C(C)C(=O)OC)S(=O)(=O)c2ccccc21 (stereo not drawn)
→ 0%&4%	.	-2%	12%[10 µM]	-5%[9.22 µM]	.	0%&3%
CCCCc1ccc(-c2ccc(Br)cc2O)nc1
→ 1%	?	1%	-24%	-30%	3%	-2%
CC(C)c1ccc(NC(=O)CSC(C)c2nc3ccccc3c(=O)[nH]2)cc1 (stereo not drawn)
→ 9%	.	-13%	-2%[10 µM]	-26%[9.22 µM]	.	1%
O=C(c1ccc(S(=O)(=O)Nc2ccccc2)cc1)N1CCOCC1
→ -4%	-7%	-15%	0%[10 µM]	-16%	1%	6%
O=C(CCS(=O)(=O)Cc1ccccc1)Nc1nc2c(s1)CCCC2
→ 0%	-9%	-4%	-28%[0.074 µM]	30%	?	-8%
O=C(NCc1ccccn1)C(=O)N/N=C/c1ccccc1O
→ -14%	.	-1%	-4%[10 µM]	-36%[9.22 µM]	.	-3%
O=C(COC(=O)Cc1ccc(Br)cc1)NC12CC3CC(CC(C3)C1)C2
→ 8%	-6%	-10%	19%	-1%[9.22 µM]	4%	-3%
O=c1[nH]c(-c2ccccc2)cs1
→ 5%	-2%	1%	.	-11%	-1%	-8%
O=C1c2ccccc2C(=O)c2c1ccc1c(=O)n(-c3ccccc3)[nH]c21
→ 6%	-6%	4%	2%[10 µM]	-21%	10%	8%
CCOC(=O)c1cc(-c2ccc3c(c2)OCCO3)nc2c1c(C)nn2CCC#N
→ ?	?	-10%	1%[10 µM]	-9%	20%	3%
NC(=NCc1ccc(Cl)cc1Cl)NC(=O)c1nc(Cl)c(N)nc1N
→ -16%&5%	.	.	3%&17%	.	.	?
c1ccc2c(-c3cc(C4CCNCC4)[nH]n3)cccc2c1
→ 9%	4%	-6%	21%[10 µM]	-2%	-5%[46 µM]	-2%
O=C(NCc1ccccc1Cl)C1CCN(c2cnccn2)CC1
→ -2%	1%	-14%	7%[10 µM]	14%	-12%[46 µM]	4%
C=CCn1c(C2CC2)n[nH]c1=S
→ 4%	1%	-8%	-8%	14%	?	-13%
CCOc1cccc(/C=N/NC(=O)CC2C(=O)NN=C2C)c1O (stereo not drawn)
→ -5%	4%	-29%	-23%	25%	.	-4%
CC(=O)N(O)CCCCCNC(=O)CCC(=O)N(O)CCCCCNC(=O)CCC(=O)N(O)CCCCCN
→ 12%	-21%[15.4 µM]	?	?	-6%	?	1%
c1ccc2c(c1)cnc1ccccc12
→ ?	.	7%	15%[10 µM]	-40%[9.22 µM]	.	0%
O=C(O)c1cc2ccc3ccccc3c2[nH]1
→ -2%	-6%	14%	-22%[10 µM]	-17%	-9%	5%
O=C(OCC(=O)N1CCN(C(=O)c2ccco2)CC1)c1ccccc1OCc1ccc(Cl)cc1
→ -11%	-4%	-2%	-24%	14%	?	-20%
COc1ccc(CNC(=O)C(OC(=O)c2nsc(Cl)c2Cl)C(C)C)cc1 (stereo not drawn)
→ 1%	14%	3%	.	.	.	3%
O=C(Nc1nnc(-c2ccccc2Cl)s1)C1CCN(S(=O)(=O)c2ccc(Cl)cc2)CC1
→ -7%	-2%	10%	-8%[10 µM]	-9%	-5%	-14%
O=C(c1cnn2c(C(F)F)cc(-c3ccccc3)nc12)N1CCc2ccccc21
→ 0%	?	8%	-13%[10 µM]	-21%[9.22 µM]	-12%[46 µM]	-4%
Cn1c(=O)c2c(nc(CN3CCC(C(N)=O)CC3)n2CCCc2ccccc2)n(C)c1=O
→ 1%	-5%	0%	-21%[0.074 µM]	1%	3%	10%
COC(=O)c1cc(NS(=O)(=O)c2ccc(N3CCOCC3)c(N)c2)cc(C(=O)OC)c1
→ -4%	-1%	5%	-10%[10 µM]	-5%	2%	-2%
CCOC(=O)N1CCN(c2ccc([N+](=O)[O-])cc2F)CC1C (stereo not drawn)
→ -13%	1%	-4%	42%[10 µM]	-17%	?	-15%

# (further entries)
# The line under a structure holds: CBFb-RUNX1 inh	GAA inhib	GAA glycogen mod	HTT cytoprotect	HttQ103 aggreg	LMNA splice mod	GAA spleen mod
O=C(NCc1cccs1)C1CCC(CNS(=O)(=O)c2ccccc2)CC1 (stereo not drawn)
→ 9%	-2%	-12%	.	13%	.	9%
CC(C(=O)Nc1ccc(N2CCOCC2)cc1)N1C(=O)c2ccccc2C1=O (stereo not drawn)
→ 0%	1%	-2%	25%	-13%	-1%	-6%
O=C=Nc1ccc(Cc2ccc(N=C=O)cc2)cc1
→ ?	.	.	-6%	.	.	2%
CC1(C)OC(=O)C2(Cc3ccccc3N3CCCCC32)C(=O)O1 (stereo not drawn)
→ 1%	-4%	3%	-8%	5%	4%	0%
